Efflux pump mplx: inhibitors of Candida antifungal efflux pumps expressed in yeast. inhibition, % at 10 µM. AID 485275. S. cerevisiae Candida pump triplex, Nile Red efflux. 0.44% of 330,000 active;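 active = plate passing quality check with inhibition over a set limit, or well fluorescence over plate mean plus 4 SD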;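 note: Nile Red retained in pooled yeast measured as flow cytometry median fluorescence; 0% = buffer negative control and 100% = Enniatin B positive control; higher means more Nile Red kept so more efflux inhibition; some compounds called inactive have numbers as strong as hits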
RPL19A TOR yeast: alters RPL19A-GFP fluorescence in TOR pathway yeast screen. S. cerevisiae RPL19A-GFP strain, flow cytometry, 3 h; active compounds read low. percent response vs DMSO, % at 10 µM. 0.3% of 330,000 active. AID 2025;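 active = percent response vs DMSO below 50%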;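 note: median channel GFP fluorescence of the barcoded RPL19A-GFP strain; ratio of sample median GFP to plate DMSO average so 100% = DMSO; lower means less RPL19A-GFP as with rapamycin TOR inhibition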
AHR act: activators of human aryl hydrocarbon receptor; P35869; 2.5% of 320,000 active; activation, % at 5 µM; AHR-responsive luciferase reporter cells, luminescence; in the data active = activation above about 47%;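 note: 0% = vehicle wells and 100% = reference agonist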
Target sequence (P35869 whole entry, looked up): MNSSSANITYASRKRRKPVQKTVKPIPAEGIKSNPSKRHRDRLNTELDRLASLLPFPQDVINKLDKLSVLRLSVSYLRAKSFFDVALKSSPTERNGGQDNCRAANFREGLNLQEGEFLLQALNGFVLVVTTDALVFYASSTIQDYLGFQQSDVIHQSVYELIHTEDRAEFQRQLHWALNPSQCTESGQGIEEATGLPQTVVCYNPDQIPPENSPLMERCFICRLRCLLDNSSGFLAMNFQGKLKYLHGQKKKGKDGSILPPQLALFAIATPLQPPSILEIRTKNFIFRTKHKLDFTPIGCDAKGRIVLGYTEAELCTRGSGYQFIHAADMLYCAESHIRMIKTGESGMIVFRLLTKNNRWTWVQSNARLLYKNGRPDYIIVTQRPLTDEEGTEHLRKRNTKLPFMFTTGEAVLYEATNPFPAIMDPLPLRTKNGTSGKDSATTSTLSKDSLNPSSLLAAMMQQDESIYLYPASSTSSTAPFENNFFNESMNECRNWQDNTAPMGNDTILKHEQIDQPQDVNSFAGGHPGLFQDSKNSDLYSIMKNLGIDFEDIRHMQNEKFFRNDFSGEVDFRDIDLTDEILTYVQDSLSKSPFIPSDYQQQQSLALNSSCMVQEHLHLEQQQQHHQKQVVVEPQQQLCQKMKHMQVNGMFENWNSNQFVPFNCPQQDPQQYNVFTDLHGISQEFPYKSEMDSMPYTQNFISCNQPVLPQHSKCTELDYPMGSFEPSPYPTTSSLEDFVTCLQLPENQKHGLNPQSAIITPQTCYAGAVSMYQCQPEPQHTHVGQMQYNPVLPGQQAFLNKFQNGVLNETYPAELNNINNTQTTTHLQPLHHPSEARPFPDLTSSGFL
AGP1 TOR yeast: yeast TOR pathway AGP1-GFP modulation; S. cerevisiae AGP1-GFP multiplex flow cytometry, 3 h; GFP as percent of DMSO wells; GFP response vs DMSO, % at 10 µM; 0.02% of 320,000 active; AID 2066;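 active = GFP response relative to DMSO above a set limit, near screen average plus 3 SD, cut at about 150% in these data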;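 note: median GFP channel fluorescence of the gated AGP1 strain per well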
MEP2 TOR yeast: yeast TOR pathway MEP2-GFP modulation. S. cerevisiae MEP2-GFP strain, flow cytometry GFP, 3 h; 100% = DMSO control level. GFP response vs DMSO, % at 10 µM. 0.51% of 330,000 active;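 active = GFP response versus DMSO above a set limit, roughly screen mean plus 3 SD, cut at about 180% in these data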;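 note: median GFP fluorescence of the barcode-gated MEP2-GFP cells per well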
CR mimetic SO: lowers age-related superoxide in aged yeast cells. S. cerevisiae aged cells, superoxide DHE fluorescence; active compounds read low. 0.18% of 330,000 active. superoxide response (% of plate mean), % at 10 µM. AID 2690;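 active = superoxide response under a set limit, about three screen SD below normal, cut at about 65% in these data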;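 note: yeast aged for seven days with compound at 30 °C before DHE staining; 100% = average MFI of all compound-treated wells on the plate with controls excluded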
CIT2 TOR yeast: modulators of TOR pathway CIT2-GFP in S. cerevisiae | S. cerevisiae CIT2-GFP strain, flow cytometry, 3 h; 100 means same as DMSO wells | GFP response vs DMSO, % at 10 µM | 0.065% of 320,000 active | AID 2029;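 active = GFP response relative to DMSO above a set limit, near the screen mean plus 3 SD, cut at about 150% in these data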;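 note: ratio of well median GFP fluorescence to mean of DMSO wells on the plate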
LAP4 TOR yeast: alters LAP4-GFP fluorescence in TOR pathway yeast screen; 0.34% of 320,000 active; AID 2023; S. cerevisiae LAP4-GFP multiplex, flow cytometry GFP, 3 h; median GFP as percent of DMSO wells; GFP response vs DMSO, % at 10 µM;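 active = GFP response vs DMSO above a set limit, about the screen mean plus 3 SD, cut at about 150% in these data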
Starred values were filed as active, the others as inactive; x = no result given.

The opening 7 entries, ahead of the listing:
structure | Efflux pump mplx | RPL19A TOR yeast | AHR act | AGP1 TOR yeast | MEP2 TOR yeast | CR mimetic SO | CIT2 TOR yeast | LAP4 TOR yeast
CC1CCCCC12NC(=O)N(CC(=O)Nc1ccc3c(c1)OCCCO3)C2=O (configuration not stated) | -0.3 | 97 | 2 | 101 | 95 | 78 | 94 | 103
CCOCCCNC(=S)N1CCN(CC)CC1 | 0.1 | 106 | 1 | 101 | 99 | 90 | 98 | 88
O=C(Cn1c(SCC(=O)N2CCc3ccccc32)nc2ccccc21)NC1CCCC1 | 0.0 | 109 | 3 | x | 110 | 106 | 103 | 110
Cc1ccc(S(=O)(=O)N2CCCC(C(=O)NCc3ccccn3)C2)cc1 (configuration not stated) | -0.1 | 101 | -1 | 99 | 98 | 99 | 92 | 95
CCOC(=O)c1ccc(NC(=O)C2(c3ccccc3)CCOCC2)cc1 | 0.0 | 104 | 1 | 108 | 105 | 106 | 103 | 108
COc1ccccc1-c1nnc(SCC(=O)c2ccc(C3CCCCC3)cc2)n1Cc1ccco1 | -0.1 | 96 | 12 | 102 | 98 | 104 | 98 | 104
COc1ccccc1-n1c(C)nc2cc(C(=O)NCc3ccc4c(c3)OCO4)ccc21 | -0.1 | 106 | -2 | 103 | 108 | 126 | 106 | 97

The list itself, from the first entry:
structure | Efflux pump mplx | RPL19A TOR yeast | AHR act | AGP1 TOR yeast | MEP2 TOR yeast | CR mimetic SO | CIT2 TOR yeast | LAP4 TOR yeast
CC1CCCCC12NC(=O)N(CC(=O)Nc1ccc3c(c1)OCCCO3)C2=O (configuration not stated) | -0.3 | 97 | 2 | 101 | 95 | 78 | 94 | 103
CCOCCCNC(=S)N1CCN(CC)CC1 | 0.1 | 106 | 1 | 101 | 99 | 90 | 98 | 88
O=C(Cn1c(SCC(=O)N2CCc3ccccc32)nc2ccccc21)NC1CCCC1 | 0.0 | 109 | 3 | x | 110 | 106 | 103 | 110
Cc1ccc(S(=O)(=O)N2CCCC(C(=O)NCc3ccccn3)C2)cc1 (configuration not stated) | -0.1 | 101 | -1 | 99 | 98 | 99 | 92 | 95
CCOC(=O)c1ccc(NC(=O)C2(c3ccccc3)CCOCC2)cc1 | 0.0 | 104 | 1 | 108 | 105 | 106 | 103 | 108
COc1ccccc1-c1nnc(SCC(=O)c2ccc(C3CCCCC3)cc2)n1Cc1ccco1 | -0.1 | 96 | 12 | 102 | 98 | 104 | 98 | 104
COc1ccccc1-n1c(C)nc2cc(C(=O)NCc3ccc4c(c3)OCO4)ccc21 | -0.1 | 106 | -2 | 103 | 108 | 126 | 106 | 97
COc1ccc(Cl)cc1NC(=O)c1cc(-c2ccccc2O)n[nH]1 | -0.1 | 102 | 21 | 101 | 108 | 88 | 102 | 105

Other compounds.
structure | Efflux pump mplx | RPL19A TOR yeast | AHR act | AGP1 TOR yeast | MEP2 TOR yeast | CR mimetic SO | CIT2 TOR yeast | LAP4 TOR yeast
CCOC(=O)Cc1c(C)nc2c(-c3cccc(Br)c3)c[nH]n2c1=O | -0.2 | 92 | 2 | 93 | 97 | 91 | 104 | 94
CCN1C(=O)/C(=C2/Sc3ccccc3N2CC)S/C1=N\c1ncn[nH]1 | 0.0 | 94 | 7 | 97 | 106 | 106 | 99 | 121
COc1ccc2nc(SCC(N)=O)cc(C)c2c1 | 0.2 | 93 | 9 | 85 | 93 | 115 | 76 | 98
O=C(NNC(=O)C1CCN(c2ncccn2)CC1)c1ccc(Cl)cc1 | 0.0 | 97 | -2 | 96 | 91 | 100 | 89 | 111
COc1ccc(-n2nnnc2Sc2ccc(S(=O)(=O)N3CCOCC3)cn2)cc1 | 0.0 | 99 | 1 | 102 | 104 | 107 | 98 | 101
C/C(=N\NC(=S)Nc1ccc(F)cc1)C1CC1 | 0.0 | 98 | 8 | 100 | 101 | 99 | 99 | 99
CC(C)C(=O)Nc1cccc(NC(=O)c2cccc([N+](=O)[O-])c2)c1 | -0.1 | 98 | 7 | 99 | 101 | 89 | 105 | 99
CC(C)Oc1ccc(C(=O)Nc2c3c(nn2C(C)(C)C)CS(=O)(=O)C3)cc1 | -0.1 | 97 | 1 | 99 | 102 | 91 | 103 | 102

An excerpt of these results, field by field:
O=C(NNC(=O)C1CCN(c2ncccn2)CC1)c1ccc(Cl)cc1
- Efflux pump mplx: 0.0
- RPL19A TOR yeast: 97
- AHR act: -2
- AGP1 TOR yeast: 96
- MEP2 TOR yeast: 91
- CR mimetic SO: 100
- CIT2 TOR yeast: 89
- LAP4 TOR yeast: 111

CCN1C(=O)/C(=C2/Sc3ccccc3N2CC)S/C1=N\c1ncn[nH]1
- Efflux pump mplx: 0.0
- RPL19A TOR yeast: 94
- AHR act: 7
- AGP1 TOR yeast: 97
- MEP2 TOR yeast: 106
- CR mimetic SO: 106
- CIT2 TOR yeast: 99
- LAP4 TOR yeast: 121

Going on with the list:
Short keys – A = Efflux pump mplx; B = RPL19A TOR yeast; C = AHR act; D = AGP1 TOR yeast; E = MEP2 TOR yeast; F = CR mimetic SO; G = CIT2 TOR yeast; H = LAP4 TOR yeast
> CC(NC(=O)c1ccco1)C(=O)Nc1nccs1 (configuration not stated)
  A: 0.3 | B: 95 | C: -3 | D: 95 | E: 96 | F: 111 | G: 93 | H: 92
> COC(=O)c1ccc(-n2c(C)cc(C(=O)CCl)c2C)cc1
  A: -0.2 | B: 104 | C: 1 | D: 114 | E: 149 | F: 104 | G: 114 | H: 83
> Cc1ccc2c(c1)CC(C)N2S(=O)(=O)c1nnc(NC(=O)CC(C)C)s1 (configuration not stated)
  A: 0.1 | B: 99 | C: -3 | D: 98 | E: 92 | F: 102 | G: 101 | H: 84
> CCCN(CC(=O)Nc1ccc(F)c(F)c1F)CC(=O)Nc1c(Cl)cccc1Cl
  A: -0.2 | B: 105 | C: -2 | D: 101 | E: 100 | F: 79 | G: 97 | H: 93
> Cc1ccc(-c2ocnc2C(=O)Nc2ccccc2C(=O)N2CCCC2)cc1
  A: 0.0 | B: 102 | C: 23 | D: 97 | E: 108 | F: 86 | G: 103 | H: 102
> O=C(NCCc1nc2ccccc2[nH]1)c1ccc(F)cc1
  A: -0.3 | B: 100 | C: 10 | D: 103 | E: 99 | F: 112 | G: 103 | H: 98
> O=C(CCSc1ccccc1)Nc1ccccc1C(=O)N1CCCC1
  A: 9.6* | B: 108 | C: 1 | D: 99 | E: 100 | F: 100 | G: 104 | H: 96
> C/C(=N\Nc1nc2ccccc2[nH]1)c1ccc(C)o1
  A: -0.6 | B: 104 | C: 77* | D: 107 | E: 110 | F: 99 | G: 101 | H: 101
> Cc1occc1C(=O)NC(C)CCc1ccccc1 (configuration not stated)
  A: -0.2 | B: 91 | C: 2 | D: x | E: 108 | F: 95 | G: 102 | H: 101
> C=C(C)C(=O)NNc1ccccc1
  A: 0.1 | B: 99 | C: 1 | D: 99 | E: 96 | F: 95 | G: 99 | H: 102
> COc1cccc(-c2cc(N)nn2C(=O)Nc2ccc(Cl)cc2)c1
  A: 0.0 | B: 95 | C: 24 | D: 89 | E: 94 | F: 106 | G: 104 | H: 107
> COc1cc(/C=N\NC(C)=O)ccc1OC/C=C/c1ccccc1
  A: 0.1 | B: 115 | C: x | D: 85 | E: 103 | F: 96 | G: 82 | H: 81

From PubChem
